Assay outcomes as filed in PubChem BioAssay.
PTHR1 agonist – qHTS for PTHR1 Agonists: Primary Screen | Parathyroid hormone/parathyroid hormone-related peptide receptor (Homo sapiens), Q03431 | HEK293 GP2 PTHR1 cells, GloSensor cAMP luminescence, 1 h | Potency, µM (doses to about 115 µM), without a hit: top-dose activation, actives largely listed as activators | 0.075% of 410,000 active | AID 743266, 2014; also: potency is read from the fitted curve at half-maximal effect; nearly all actives have a fitted effect of over 55% in size; some results filed as inactive show a strong effect at the top dose; inactives centre near -15; many of its hits are not listed in these tables
Target sequence (Q03431 whole entry, looked up): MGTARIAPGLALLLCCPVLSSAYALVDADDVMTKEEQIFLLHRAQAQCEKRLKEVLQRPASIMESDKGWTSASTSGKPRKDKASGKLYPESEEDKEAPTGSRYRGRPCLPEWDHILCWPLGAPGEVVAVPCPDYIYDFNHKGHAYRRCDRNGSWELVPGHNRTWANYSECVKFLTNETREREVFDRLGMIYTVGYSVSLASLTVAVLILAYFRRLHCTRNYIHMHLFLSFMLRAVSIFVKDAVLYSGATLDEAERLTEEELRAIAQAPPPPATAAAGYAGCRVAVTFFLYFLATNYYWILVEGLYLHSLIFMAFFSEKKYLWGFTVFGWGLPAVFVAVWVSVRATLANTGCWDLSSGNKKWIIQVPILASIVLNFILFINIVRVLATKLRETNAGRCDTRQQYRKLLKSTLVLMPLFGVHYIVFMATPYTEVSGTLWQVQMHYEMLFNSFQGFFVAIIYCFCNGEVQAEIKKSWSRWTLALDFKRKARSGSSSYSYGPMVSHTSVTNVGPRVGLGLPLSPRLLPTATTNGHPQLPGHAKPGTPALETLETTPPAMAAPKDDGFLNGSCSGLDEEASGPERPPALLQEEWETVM
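HEK-293-derived GP2 cells expressing PTHR1 and a GloSensor cAMP reporter, 3,000/well, plated overnight, given luciferin plus IBMX (each 0.5 mM as added) for 1 h at 37 °C, then compound for 1 h at 37 °C. Luminescence was read after 15 min at room temperature.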
GLP-1R inv ag – qHTS of GLP-1 Receptor Inverse Agonists (Inhibition Mode); AID 624417, 2012; Potency, µM (titrated, usually from 38.3 µM), without a hit: at the top dose activity change, negative = inhibition, actives largely listed as inhibitors; Glucagon-like peptide 1 receptor (Homo sapiens), P43220; HEK293 GLP-1R CRE-luciferase, luminescence, 24 h; GLP-1R form is constitutively active; 1.6% of 410,000 active; also: potency is read from the fitted curve at half-maximal effect; % is scaled to controls: 0 for no effect and ±100 for the full control effect; nearly all actives have a fitted effect of over 55% in size
Target sequence (P43220 whole entry, looked up): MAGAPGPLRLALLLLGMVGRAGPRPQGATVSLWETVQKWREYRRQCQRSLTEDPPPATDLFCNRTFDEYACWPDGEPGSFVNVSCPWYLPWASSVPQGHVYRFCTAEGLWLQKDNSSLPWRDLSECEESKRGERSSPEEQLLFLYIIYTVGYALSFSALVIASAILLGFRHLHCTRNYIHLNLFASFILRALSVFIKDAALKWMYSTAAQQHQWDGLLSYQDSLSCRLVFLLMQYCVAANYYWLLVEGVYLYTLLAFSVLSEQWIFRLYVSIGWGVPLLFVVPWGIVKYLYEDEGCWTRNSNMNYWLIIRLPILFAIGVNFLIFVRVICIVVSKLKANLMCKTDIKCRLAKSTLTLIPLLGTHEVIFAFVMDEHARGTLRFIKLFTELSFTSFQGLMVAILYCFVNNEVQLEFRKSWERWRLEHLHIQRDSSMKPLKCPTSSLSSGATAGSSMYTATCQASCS
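Constitutively active GLP-1R drives a cAMP-responsive luciferase in stably transfected HEK293 cells; test compounds are added after overnight (12 h) attachment and left 24 hr, and signal loss in luminescence marks inhibition.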
Abeta rescue – qHTS for compounds that reverse cellular toxicity of Amyloid beta (A-beta) peptide in yeast: Primary Screen. yeast expressing A-beta42, growth rescue, OD600, 48 h; response scale: 0% DMSO, 100% iron-clioquinol control. Potency, µM (doses to about 46.1 µM), without a hit: at the top dose growth rescue, hits mostly activators. 0.063% of 410,000 active. AID 1347071, 2019; also: potency is read from the fitted curve at half-maximal effect; nearly all actives have a fitted effect of over 55% in size
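Yeast growth medium received pinned compounds, then yeast cells expressing toxic A-beta were added; plates incubated at 30 C for 48 hr. Growth read as absorbance at 600 nm, normalized to DMSO and equimolar FeCl3 plus clioquinol controls.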
GLP1R ag – qHTS of GLP-1 Receptor Agonists; Glucagon-like peptide 1 receptor (Homo sapiens), P43220; HEK293 GLP-1R CRE-luciferase, luminescence, 4-6 h; cells express a hypersensitive GLP-1R form; Potency, µM (series often up to 45.6 µM), inactives show at the top dose activation, actives largely listed as activators; 0.007% of 380,000 active; AID 624172, 2012; also: potency is read from the fitted curve at half-maximal effect; % of control where 0% means no effect
DRD3 antagonist – qHTS of D3 Dopamine Receptor Antagonist: qHTS | D3R cells, DiscoveRx beta-arrestin luminescence, antagonist mode; hits give low values | 2.5% of 360,000 active | max response, negative = inhibition, %; in the data active = max response below about -50%; inconclusive = no clear call, values can overlap the other calls; also: % is scaled to controls: 0 for no effect and ±100 for the full control effect; mostly tested at two doses, the higher about 12 µM
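Cells expressing the human receptor were seeded at 1500 cells/well, incubated overnight at 37 degrees C in 5% CO2, then exposed to library compounds with dopamine controls for 90 minutes at 37 degrees C before luminescent detection.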
FUS yeast rescue – qHTS for Suppressors of FUS Proteinopathy: Primary screen using FUS-linked yeast assay; S. cerevisiae FUS-expressing, growth rescue, OD600, 24 h; Potency, µM (series often up to 76.6 µM), without a hit: top-dose growth rescue (activation), most hits filed as activators; 0.24% of 390,000 active;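 also: potency is read from the fitted curve at half-maximal effect; plate controls were DMSO vehicle for no effect and reference control for full effect; nearly all actives have a fitted effect of over 55% in size; some results filed as inactive show a strong effect at the top dose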
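Absorbance at 600 nm, taken 24hr after compound addition, measured rescue of FUS-yeast growth at 30C. Induction used 2% galactose with seeding at OD 0.005. Controls: CP55940 from 92uM final, DMSO only.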
TDP43 rescue – qHTS of TDP-43 Inhibitors. Potency, µM (series often up to 46.1 µM), inactives show at the top dose growth rescue (activation), hits mostly activators. AID 652104, 2013. 1.8% of 410,000 active. TDP-43 expressing yeast growth rescue, BacTiter-Glo, 24 h; also: potency is read from the fitted curve at half-maximal effect; % of control where 0% means no effect; nearly all actives have a fitted effect of over 50% in size
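In this qHTS, compounds that restore growth of yeast expressing TDP-43 appear as activators. Cells (OD600=0.02, galactose medium, raffinose-pregrown) are incubated with compound 24 hr at 30 deg C and growth is quantified by BacTiter-Glo.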
pAkt inh – HTS Assay for Inhibitors of Akt Phophorylation: Primary Screen. 0.32% of 360,000 active. AID 651550, 2012. Neuro2A IGF-stimulated pAkt S473 HTRF, 20 min; hits give low values. activity change, % for hits at 50 µM; in the data active = activity change below about -80%; inconclusive = mostly about -51% to -80%; also: % is scaled to controls: 0 for no effect and ±100 for the full control effect
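Neuro2A cells (4,500/well, DMEM with 0.5% FBS) were treated with compound at a single 50 µM final concentration, stimulated with 6 nM IGF for 20 min at 37 °C, and lysed. Phospho-Akt Ser473 was read by HTRF as 665/615 ratio ×10^4.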
aSyn yeast inh – qHTS of alpha-syn Inhibitors; Potency, µM (doses to about 46.1 µM), for inactives: at the top dose growth rescue (activation), most hits filed as activators; Yeast expressing alpha-synuclein, growth rescue, BacTiter-Glo, 24 h; 0.14% of 370,000 active; also: potency is read from the fitted curve at half-maximal effect; % of control where 0% means no effect; nearly all actives have a fitted effect of over 65% in size
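Readout is rescue of growth in alpha-synuclein-expressing yeast, so inhibitors of toxicity appear as activators. Growth after 24 hr at 30 deg C in galactose medium is quantified by luminescence.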
An asterisk follows results filed as active; i = inactive; ? = inconclusive; . = not tested or not shown; [ ] = another dose, or the depositor's remark. Unless noted, calls follow the shape of the dose curve; as a rule, active = well fitted curve in the direction sought with a large enough effect; inconclusive = small, poorly fitted or top-dose-only effect, or another doubt; inactive = no such curve, though single readings can be large; an effect the other way counts as inactive or inconclusive. These rows are one share of the data (hit frequency here may not be typical).

SMILES | PTHR1 agonist | GLP-1R inv ag | Abeta rescue | GLP1R ag | DRD3 antagonist | FUS yeast rescue | TDP43 rescue | pAkt inh | aSyn yeast inh
O=C(Nc1ccccc1Cc1ccccc1)C1CC(=O)N(c2ccc3c(c2)OCCO3)C1 (configuration not stated) | -6% | -14% | 6% | -8% | -16 | 21% | ? | i | 0%
COc1ccc(C2=Nn3c(C)nnc3SC2)cc1 | i | 28% | 9% | 2% | -8 | -15% | 15% | . | 7%
CC(C)CC(=O)Nc1ccc2nc(SCC(=O)N3CCOCC3)sc2c1 | i | -4% | -8% | . | . | 0% | 5% | . | .
Nc1c(C(=O)OCC(=O)Nc2ccc(Cl)cc2[N+](=O)[O-])[nH]c(=O)[nH]c1=O | i | 4% | 25% | -2% | 0 | -24% | 10% | i | -3%
COC(=O)c1ccc(-n2cnc(Cl)n2)c(F)c1 | i | 10% | 15% | 1% | 13 | . | 25% | i | 5%
CCCOc1ccc(N2C(=O)CC(N3CCC(C(=O)OCC)CC3)C2=O)cc1 (configuration not stated) | -2%[57.5 µM] | 1% | -90%[inhibitor] | -7% | 7 | 12% | -92%[inhibitor] | i | -43%[inhibitor]
CNC(=O)C1CCC(Cn2c(=O)c3sccc3n(Cc3ccccc3)c2=O)CC1 (configuration not stated) | -30%[inhibitor] | 0% | -7% | . | . | -14% | 14% | . | .
Brc1ccccc1OCCCOc1cccc2cccnc12 | -35%[inhibitor] | ? | -63%[inhibitor] | 30% | -5 | 22% | 32% | i | -3%
COCCNC(=O)C1CCCN(C(=O)Cc2ccc(F)cc2)CC1 (configuration not stated) | 9% | 9% | 1% | -7% | 28 | -16% | 23% | i | -1%
CCN(CC)S(=O)(=O)c1ccc(C(=O)NCCOC(=O)c2ccc(F)cc2F)cc1 | -4% | 4% | -5% | 9% | 2 | 10% | -4% | i | 0%

Molecules from the list above that have sulfur (4):
SMILES | PTHR1 agonist | GLP-1R inv ag | Abeta rescue | GLP1R ag | DRD3 antagonist | FUS yeast rescue | TDP43 rescue | pAkt inh | aSyn yeast inh
COc1ccc(C2=Nn3c(C)nnc3SC2)cc1 | i | 28% | 9% | 2% | -8 | -15% | 15% | . | 7%
CC(C)CC(=O)Nc1ccc2nc(SCC(=O)N3CCOCC3)sc2c1 | i | -4% | -8% | . | . | 0% | 5% | . | .
CNC(=O)C1CCC(Cn2c(=O)c3sccc3n(Cc3ccccc3)c2=O)CC1 (configuration not stated) | -30%[inhibitor] | 0% | -7% | . | . | -14% | 14% | . | .
CCN(CC)S(=O)(=O)c1ccc(C(=O)NCCOC(=O)c2ccc(F)cc2F)cc1 | -4% | 4% | -5% | 9% | 2 | 10% | -4% | i | 0%

Continued.
SMILES | PTHR1 agonist | GLP-1R inv ag | Abeta rescue | GLP1R ag | DRD3 antagonist | FUS yeast rescue | TDP43 rescue | pAkt inh | aSyn yeast inh
CCCCn1c(N)c(N(CCOC)C(=O)COC(=O)COc2ccccc2C#N)c(=O)[nH]c1=O | -18% | -16% | 19% | -2% | 21 | 0% | 8% | i | -1%
COc1ccc(CNC(=O)c2ccc3c(c2)N(Cc2ccccc2F)C(=O)c2ccccc2S3(=O)=O)cc1 | -8% | 18% | -6% | 1% | . | ? | 12% | . | .
O=C(CCc1nc2ccccc2s1)Nc1cccnc1 | -12% | -17% | 3% | -5% | 19 | 22% | . | i | -8%
O=C(Nc1ccc(F)cc1F)c1ccc(-n2cccn2)c([N+](=O)[O-])c1 | i | -11% | -38%[inhibitor] | 16% | 4 | 4% | -6% | i | 1%
O=C1CC(N(O)c2ccccc2)C(=O)N1c1ccc(Cl)c(Cl)c1 (configuration not stated) | 3% | -10% | ? | 6% | -27 | 21% | -5% | i | -7%
Cc1cc(OCc2cccc(Cl)c2)c(C)cc1CN1CCOCC1 | i | ? | -7% | -4% | 15 | -1% | -11% | i | 19%
c1ccc(-c2sc3ccccc3c2-c2ccc(OCCN3CCCCC3)cc2)cc1 | i | ? | -8% | 7% | -7 | -3% | 4% | i | 0%
COc1ccc(-c2cc(=O)c3cc(C)ccc3[nH]2)cc1 | -62%[inhibitor] | -22% | -14% | -1% | -22 | -8% | -2% | i | -11%
COC(=O)C1CCN(c2cc(=O)n(-c3ccccc3Cl)c(=O)[nH]2)CC1 | -2%[57.5 µM] | 3% | 13% | -10% | 10 | 16% | -16% | . | 1%
COc1ccc(/C=N/NC(=O)COc2ccc3ccccc3c2)c(C(=O)O)c1OC | i | -8% | -9% | 0% | 7 | 16% | ? | i | 0%
Cc1cc2oc3c(c(=O)c2cc1C)C(c1ccc(C(C)C)cc1)N(c1nc(C)c(C)s1)C3=O (configuration not stated) | 24% | 9% | 12% | . | . | 7% | 9% | . | .
O=C(CSc1n[nH]c(-c2cccs2)n1)NC1CCS(=O)(=O)C1 (configuration not stated) | -10% | 6% | 0% | -2% | -8 | 24% | -8% | i | 0%
c1ccc(CNc2nc(N3CCN(Cc4ccccc4)CC3)nc3ccccc23)cc1 | -33% | 4µM* | 15% | 9% | -93* | 33% | -3% | i | -1%
CCc1ccccc1NC(=S)N(Cc1cccc(C)c1)c1cccnc1 | -3% | 4% | -4% | 6% | -3 | 12% | 26% | i | 1%
CC(=O)NC(NC(C)=O)c1ccc(N(C)C)cc1 | i | 0% | -5% | 1% | 8 | -12% | ? | i | -15%
CCN(CC)CCN(C(=O)c1ccc(C(=O)c2ccccc2)cc1)c1nc2ccc(OC)cc2s1 | -11% | ? | -7% | -2% | 2 | 5% | -7% | i | 2%
COc1ccc(-c2nc(N3CCCC3)[nH]c(=O)c2C#N)cc1 | 4%[57.5 µM] | 0% | 8% | 1% | -12 | 19% | 23% | i | -1%
COc1ccc2nc(NC(=O)CN(c3ccc(C)cc3)S(=O)(=O)c3c(C)nn(C)c3C)sc2c1 | -12%[57.5 µM] | ? | 16% | -2% | -13 | 30% | 18% | i | 2%
O=C(O)CC(Sc1n[nH]c(=S)s1)C(=O)O (configuration not stated) | i | 6% | -12% | -7% | -22 | -20% | 10% | i | 0%
COc1ccc(NC(=O)c2cccc3ccccc23)cc1OC | -28% | 8% | -7% | -5% | 19 | -41% | 13% | i | 0%
Cc1cc(C)cc(NCc2cc(=O)oc3cc(C)c(O)cc23)c1 | -17% | -34% | 9% | -1% | -13 | 14% | 7% | i | -2%
O=C(c1ccccc1)c1ccc2c(c1)OCCOCCOCCOCCO2 | i | 2% | -1% | 4% | 10 | 5% | 10% | i | 1%
CN(C)S(=O)(=O)c1cccc(NC(=S)NCc2ccc3c(c2)OCO3)c1 | -35%[inhibitor] | ? | -11% | -6% | -1 | -10% | 3% | i | -6%
O=C(COc1ccc(Cl)cc1)NCc1nnc(SCC(=O)Nc2ccc(F)cc2F)o1 | -15% | 20% | -22% | -4% | 23 | -31% | -22% | i | -5%
Cc1cc(C(C)(C)C)cc(C)c1Cn1c2[n+](c3ccc(C(F)(F)F)cc31)CCCCC2 | -24% | ? | -30% | 6% | -9 | 41% | 4% | i | -14%
COc1ccc(CC(N)c2csc(Nc3cc(NCCCO)ncn3)n2)cc1 (configuration not stated) | 25% | 13% | 10% | -6% | 0 | 43% | -2% | i | -5%
NS(=O)(=O)c1ccc(CCNC2CC(=O)N(CCc3ccccc3)C2=O)cc1 (configuration not stated) | -5% | 7% | -6% | -1% | -21 | ? | 4% | i | -13%
O=C(Cc1ccc(F)cc1)NCc1nc2cccnc2n1Cc1ccc(F)cc1 | i | -7% | -47%[inhibitor] | . | . | 7% | 2% | . | .
CCN(CC(=O)Nc1c(F)cccc1F)C(=O)CCCN1C(=O)c2cccc3cccc(c23)C1=O | i | 8% | -2% | 2% | -2 | -35% | 5% | i | -11%
Cn1nnnc1SC1CC(=O)N(c2ccccc2)C1=O (configuration not stated) | -3% | 3% | -6% | -1% | 2 | -6% | -7% | i | 6%
S=c1[nH]nc(-c2cccnc2)n1C1CCCCC1 | i | 5% | 4% | 0% | -6 | 3% | 4% | i | -2%
Cc1ccc(CN(c2ccc(C(=O)NCc3ccc4c(c3)OCO4)cc2)S(C)(=O)=O)cc1 | i | -1% | 0% | 4% | -21 | ? | -17% | i | -1%
Cc1c(C(=O)N/N=C/c2cccs2)nc2ccccn12 | 4% | 13% | 18% | 4% | 0 | . | 12% | i | -7%
COc1cccc(CN(C)CC(O)COc2cc(Cl)ccc2Cl)c1 (configuration not stated) | i | 10µM* | 24% | 0% | 15 | -22% | 0% | i | 2%
O=C(CN1c2ccc(Br)cc2-c2ccccc2S1(=O)=O)N1CCCCC1 | -12% | 11% | 19% | . | . | 5% | 16% | . | .
CC(=O)c1nnn(-c2nc(N)nc(N(c3ccccc3)c3ccccc3)n2)c1C | -5%[57.5 µM] | 6% | -3% | 4% | 9 | 14% | 0% | i | -5%
O=C1CC(NCC2CCCO2)C(=O)N1c1ccc(F)cc1 (configuration not stated) | i | -7% | 7% | -4% | 22 | -18% | 28% | i | 12%
CC(OC(=O)c1ccccc1Nc1ccc(SC(F)F)cc1)C(N)=O (configuration not stated) | -25% | ? | -41%[inhibitor] | 25% | 6 | . | ? | i | 0%
